TWEAK-Fn14 inh = inhibitors of TWEAK-Fn14 signaling, primary screen, luciferase reporter cells, uHTS; TWEAK-stimulated Fn14 reporter cells, luciferase luminescence, 8 h; inhibition, % at 10 µM; hit rate 2% among 360,000; AID 1159606, 2016; in the data active = inhibition above about 50%
COUP-TFII inh = NR2F2 transcriptional activity inhibitors, primary screen, cell-based, luciferase reporter, HEK293T, luminescence | COUP transcription factor 2 (Homo sapiens), P24468 | HEK293T NGFI-A luciferase reporter | inhibition, % at 8.6 µM | hit rate 0.7% among 370,000 | AID 686940, 2013;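 active = inhibition above a per-plate cutoff, mean inhibition of test wells between control levels plus 3 SD, cut at about 38% in these data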;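 also: cells cotransfected with COUP-TFII expression vector driving the NGFI-A reporter; 0% = median of COUP-TF2 test wells and 100% = reporter-only cells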
Target sequence (P24468 whole entry, looked up): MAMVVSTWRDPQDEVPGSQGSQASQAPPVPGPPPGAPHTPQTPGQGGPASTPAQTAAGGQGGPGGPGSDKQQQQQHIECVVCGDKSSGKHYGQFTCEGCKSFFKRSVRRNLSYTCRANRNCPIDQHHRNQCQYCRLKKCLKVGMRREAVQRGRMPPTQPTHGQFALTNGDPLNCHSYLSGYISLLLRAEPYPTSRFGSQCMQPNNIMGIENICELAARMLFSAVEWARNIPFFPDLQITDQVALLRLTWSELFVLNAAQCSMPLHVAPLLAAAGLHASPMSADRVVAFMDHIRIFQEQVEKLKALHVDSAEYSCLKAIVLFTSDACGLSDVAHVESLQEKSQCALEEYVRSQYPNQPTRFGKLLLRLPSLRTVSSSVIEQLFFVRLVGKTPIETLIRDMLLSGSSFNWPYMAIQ
KKLEB tox = cytotoxicity in KKLEB CF airway cells, primary screen, cytotoxicity control for CF NF-kB inhibitor project, cell-based, uHTS, fluorescence assay plates; KKLEB CF airway cells viability, ATPlite luminescence, overnight; stronger effect = lower value; cells stimulated with P. aeruginosa culture filtrate; activity change (cytotoxicity), % at 5 µM; hit rate 0.36% among 360,000; AID 602141, 2011;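 active = corrected activity change at or below -50% at 5 µM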
C8 TRAIL sens = viability loss with TRAIL in NB7+C8 cells, primary screen, TRAIL sensitizer project, cell-based, ATPlite luminescence | hit rate 1% among 360,000 | AID 624354, 2012 | inhibition (viability loss, TRAIL sensitization), % at 10 µM;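 active = compounds causing at least 50% loss of cell viability in the single-dose screen, relative to plate controls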
SRC3 inh = SRC3 coactivator transcriptional activity inhibitors, primary screen, cell-based, luminescence; hit rate 0.17% among 360,000; inhibition, % at 3.6 µM; HEK293 GAL4-SRC3 luciferase reporter; AID 588352, 2011; Nuclear receptor coactivator 3 (Homo sapiens), Q9Y6Q9;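 active = inhibition above a per-campaign cutoff, the mean of all compounds plus 3 SD, cut at about 60% in these data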;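 also: 0% = DMSO-treated cells and 100% = gossypol-treated cells at 36 µM; higher means less SRC3-driven luciferase light from the GAL4 reporter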
EBV LMP1 NFkB = EBV LMP1-driven NF-kappaB luciferase reporter inhibitors, primary screen, cell-based, luminescence, single point | AID 504558, 2011 | hit rate 0.69% among 350,000 | inhibition, % at 12.5 µM | LMP1-induced NF-kappaB luciferase reporter cells; in the data active = inhibition above about 41%; inconclusive = no clear call, values can overlap the other calls;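 also: 0% = neutral control wells and 100% = reference inhibitor control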
CF NFkB block = inhibitors of PAF-induced NF-kB signaling, primary screen, cell-based, GFP fluorescence, uHTS; KKLEB NF-kB-GFP reporter, GFP fluorescence overnight; inhibition, % at 5 µM; hit rate 0.86% among 360,000; AID 588850, 2011;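 active = at least 50% inhibition at 5 µM, scaled per plate between neutral and stimulator controls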;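 also: PAF is a Pseudomonas aeruginosa culture filtrate used as stimulus; plate controls were PAF-stimulated DMSO wells for no effect and unstimulated DMSO wells for full effect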
NR5A2 inv ag = LRH-1 (NR5A2) inverse agonists, primary screen, cell-based, luminescence, HEK293T, StAR-luciferase reporter | LRH-1 transfected, 24 h | inhibition, % at 3.6 µM | Nuclear receptor subfamily 5 group A member 2 (Homo sapiens), O00482 | hit rate 0.13% among 360,000;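 active = inhibition above the mean inhibition of all tested compounds plus 3 SD, cut at about 73% in these data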;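 also: 0% = DMSO wells and 100% = reporter-only cells lacking LRH-1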
Target sequence (O00482 whole entry, looked up): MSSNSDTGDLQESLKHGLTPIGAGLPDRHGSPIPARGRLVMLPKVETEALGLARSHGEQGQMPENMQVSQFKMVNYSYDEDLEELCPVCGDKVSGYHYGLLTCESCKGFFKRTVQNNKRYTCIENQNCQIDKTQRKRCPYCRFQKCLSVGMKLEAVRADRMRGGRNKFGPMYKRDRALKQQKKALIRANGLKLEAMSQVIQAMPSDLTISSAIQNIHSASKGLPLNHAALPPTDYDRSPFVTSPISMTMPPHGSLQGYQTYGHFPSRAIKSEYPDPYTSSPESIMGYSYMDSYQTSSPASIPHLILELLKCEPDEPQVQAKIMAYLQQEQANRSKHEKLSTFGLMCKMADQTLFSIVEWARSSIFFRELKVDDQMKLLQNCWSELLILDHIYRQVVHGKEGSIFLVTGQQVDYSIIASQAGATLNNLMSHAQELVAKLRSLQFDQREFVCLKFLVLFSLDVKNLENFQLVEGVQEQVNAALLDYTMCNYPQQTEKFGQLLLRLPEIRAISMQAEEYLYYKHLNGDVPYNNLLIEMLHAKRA
Shn3 3UTR inh = reduction of Shn3 3'UTR firefly luciferase signal, primary screen, Schnurri-3 inhibitor project, cell-based, Clone20 osteoblasts, set 2; inhibition, % at 12.5 µM; hit rate 0.52% among 360,000; Clone20 osteoblast Shn3 3'UTR firefly luciferase, 24 h; AID 588674, 2011;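 active = mean inhibition of at least 75% with every replicate also reaching 75%; inconclusive = mean inhibition at least 75% but some replicate below; inactive = mean inhibition below 75%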;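 also: 0% = median of neutral control wells and 100% = pilot-screen positive control compound; some compounds past the cut are filed as inactive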
TROY NFkB inh = inhibitors of TROY-driven NF-kB signaling, primary screen, Q293 LMP1-TROYcd cells, NF-kB luciferase, uHTS. Q293 LMP1-TROYcd NF-kB luciferase reporter, 4 h. inhibition, % at 10 µM. hit rate 0.98% among 360,000. AID 1347056, 2019;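 active = compounds whose plate-normalised and pattern-corrected inhibition of the luciferase reporter signal at the single screening dose is 50% or more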
SRC1 inh = SRC1 coactivator transcriptional activity inhibitors, primary screen, cell-based, luminescence; AID 588354, 2011; hit rate 0.12% among 360,000; inhibition, % at 3.6 µM; HEK293 GAL4-SRC1 luciferase reporter;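 active = inhibition above the campaign mean plus 3 SD, with each screening campaign given its own cutoff, cut at about 60% in these data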;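 also: 0% = DMSO treated cells and 100% = gossypol at 36 µM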
Starred values were filed as active, the others as inactive; ? = inconclusive; · = no result given.

SMILES | TWEAK-Fn14 inh | COUP-TFII inh | KKLEB tox | C8 TRAIL sens | SRC3 inh | EBV LMP1 NFkB | CF NFkB block | NR5A2 inv ag | Shn3 3UTR inh | TROY NFkB inh | SRC1 inh
Clc1ccc(Cn2ccc(-c3ccc4c(c3)OCO4)n2)cc1Cl | 2 | -4 | 5 | -6 | 2 | 3 | -2 | 16 | 2 | -25 | -2
O=C1C(=O)N(CC2COc3ccccc3O2)c2ccccc21 (stereo not drawn) | -7 | -8 | -8 | -2 | -19 | -1 | 19 | 22 | 1 | -32 | 1
CNC(=O)c1ccccc1NC(=O)c1ccco1 | 2 | -3 | 4 | -7 | 0 | -2 | -13 | -10 | 15 | 28 | 9
CCN(c1ccc(NC(=O)c2ccc(N3CCCC3=O)cc2)cc1)C(C)C | 29 | 49* | -1 | 24 | 23 | 17 | -6 | 24 | -4 | 1 | 4
Cc1ccc(C(=O)N2CCC(N3CCC(C(=O)N4CCOCC4)CC3)CC2)cc1C | 13 | 1 | -6 | -9 | 21 | -7 | -6 | 11 | -1 | -13 | 14
Cc1ccc(NC2(C(F)(F)F)N=C(c3ccccc3)NC2=O)nc1 (stereo not drawn) | 16 | 9 | -2 | -1 | 18 | -2 | 1 | -5 | -2 | 18 | -4
CN(C(=O)CSc1nnc(-c2ccc(C(C)(C)C)cc2)n1C)C1CCS(=O)(=O)C1 (stereo not drawn) | 2 | -9 | 10 | 19 | -14 | 0 | -13 | 2 | 0 | -6 | -9
N#CCC(=O)Nc1ccccc1C(=O)O | 2 | -5 | 9 | 5 | -10 | -16 | -17 | -3 | -11 | -16 | -11
CC(NC(=O)Nc1ccccc1)C(c1cccs1)N1CCN(C)CC1 (stereo not drawn) | -8 | -14 | -5 | -15 | 3 | -11 | -18 | -16 | -30 | 1 | 0
CCCS(=O)(=O)NC(=O)C1(C)CCN(C(=O)c2ccccc2OC)C1 (stereo not drawn) | 4 | -33 | 9 | -14 | -11 | · | -43 | 12 | -1 | -12 | 9
Cc1oc(-c2ccc(Cl)cc2)nc1CS(=O)CC(=O)NCCCN1CCN(Cc2ccccc2)CC1 (stereo not drawn) | 18 | 62* | -7 | 4 | 32 | 22 | 11 | 34 | ? | 27 | 35
O=C(NCc1cccnc1)C(=O)NCC1OCCN1S(=O)(=O)c1cc(F)ccc1F (stereo not drawn) | -2 | -7 | -7 | -3 | 6 | -6 | 9 | 12 | -31 | -11 | 8
CC(O)CNCCCOc1ccccc1OCc1ccccc1 (stereo not drawn) | -9 | -15 | 8 | -7 | 10 | 1 | -9 | 8 | 14 | -24 | -16
CCOC(CCn1c(SCc2ccc([N+](=O)[O-])cc2)nc2ccccc2c1=O)OCC | 11 | 4 | 12 | 10 | 6 | 0 | -17 | 20 | 15 | 1 | 3
N#Cc1ccc(CSc2nnc(COc3ccccc3)n2-c2ccccc2)cc1 | 7 | 24 | -18 | 9 | 12 | -2 | 19 | -3 | 11 | 23 | 20
c1ccc(-c2csc3ncn4nnnc4c23)cc1 | 7 | -4 | 6 | -12 | 13 | 2 | 4 | 12 | -1 | -17 | 4
Cc1cccc(C(=O)NN2S(=O)(=O)c3ccccc3S2(=O)=O)c1 | 0 | 18 | -7 | 0 | 8 | 2 | -4 | -3 | -3 | 2 | -13
Cc1cc(OCC(=O)OCC(=O)N(C)C2CCS(=O)(=O)C2)ccc1Cl (stereo not drawn) | -5 | -8 | -1 | 6 | 5 | -9 | 3 | -1 | -11 | -4 | -5
O=C(NNC1=NCCC1)c1cccc(S(=O)(=O)N2CCCC2)c1 | 0 | -5 | 13 | 4 | -15 | 1 | -2 | -4 | 5 | 8 | 0
COc1ccccc1-n1cc(-c2ccc(Br)cc2)[nH]c1=S | -3 | -4 | -2 | -22 | -5 | 5 | 16 | -10 | 11 | 8 | -35
Cc1nc2n[nH]c(N)c2c2c1CCCC2 | -19 | 2 | 0 | 7 | -20 | 5 | -1 | 4 | -1 | 2 | -12
CCc1ccc(OC(=O)CN2C(=O)c3ccccc3C2=O)cc1 | -5 | 14 | -2 | -17 | -1 | 2 | -4 | -3 | -3 | -8 | -10
Cc1ccc(NC(=O)Cn2c(=O)c(C)nc3ccccc32)cc1 | 9 | 14 | -9 | -7 | 2 | 2 | 14 | -11 | 0 | 7 | 1
CC(=O)C1C(c2ccc(C)cc2)c2c(noc2C)CC1(C)O (stereo not drawn) | 4 | 1 | 9 | -12 | -23 | -5 | -6 | -16 | 3 | 7 | -1
CCC(C)NC(=O)CC(c1ccc(OC)cc1)n1cccc1 (stereo not drawn) | -13 | 4 | 1 | -8 | -10 | 1 | -3 | -3 | -4 | -7 | -17

Brought forward from above: two compounds, then new ones.
SMILES | TWEAK-Fn14 inh | COUP-TFII inh | KKLEB tox | C8 TRAIL sens | SRC3 inh | EBV LMP1 NFkB | CF NFkB block | NR5A2 inv ag | Shn3 3UTR inh | TROY NFkB inh | SRC1 inh
CC(=O)C1C(c2ccc(C)cc2)c2c(noc2C)CC1(C)O (stereo not drawn) | 4 | 1 | 9 | -12 | -23 | -5 | -6 | -16 | 3 | 7 | -1
CCC(C)NC(=O)CC(c1ccc(OC)cc1)n1cccc1 (stereo not drawn) | -13 | 4 | 1 | -8 | -10 | 1 | -3 | -3 | -4 | -7 | -17
CN(Cc1ccccc1)S(=O)(=O)c1ccc(OCC(=O)NCc2cccnc2)cc1 | -3 | 5 | -1 | -10 | 0 | -5 | 18 | -19 | 10 | -13 | 5
COC(=O)c1ccc2c(=O)n(Cc3ccco3)c(SCC(=O)Nc3ccccc3Cl)nc2c1 | 6 | 2 | -42 | 8 | 12 | -13 | 22 | -13 | 69 | -7 | -3
Cn1c(CCCOc2ccc(Cl)cc2Cl)n[nH]c1=S | -26 | -8 | -6 | 8 | -31 | -6 | -10 | -18 | -69 | -34 | -12
CCOc1ccc(-c2cc(C(=O)N/N=C/c3ccc(O)cc3)c3ccccc3n2)cc1 | 34 | -35 | -16 | 72* | -41 | 58* | 6 | -78 | 10 | 42 | -60
O=C(COc1cccnc1[N+](=O)[O-])NCc1ccc(F)cc1 | -20 | 18 | 5 | -4 | -2 | -7 | 5 | 13 | 2 | -19 | 4
COc1ccc(C2CC(=O)Nc3cc(C)c(C)cc32)c(OC)c1OC (stereo not drawn) | 8 | 7 | -4 | -10 | 15 | -12 | -3 | 2 | -6 | 10 | -7
CCc1nn(C(C)C(=O)NCCN2CCN(c3cccc(C)c3C)CC2)c(=O)c2cc3occc3n12 (stereo not drawn) | 25 | -4 | -5 | 12 | 0 | 1 | -13 | 12 | 23 | 15 | -5
COc1ccc(C(CNCC(=O)Nc2ccccc2F)N(C)C)cc1 (stereo not drawn) | 10 | 8 | -21 | -14 | -8 | 4 | 14 | 7 | -6 | -10 | -6
CCc1ccc2c(c1)CCCN2C(=O)c1ccccc1C(=O)O | -21 | 4 | 5 | 6 | -3 | -2 | 1 | 10 | 88* | 7 | -29
COc1ccc(CNC(=O)c2cc(S(=O)(=O)N3CCCCC3)ccc2Cl)cc1OC | 26 | 51* | -10 | -12 | 6 | 8 | 6 | 37 | 67 | 28 | 12
O=C(CCN1CCCCC1)NNC(=S)NC(=O)c1ccc(Br)cc1 | -8 | 0 | -4 | 5 | 25 | -8 | 11 | -19 | 6 | -29 | 1
CC(=O)OC(C)(C)C#CCN1CCCC1 | 8 | 28 | 6 | -13 | -20 | -11 | -1 | -9 | -49 | -3 | 4
CC(=O)OCC=C1CCC2C3CCC4=CC(=O)CCC4(C)C3C(O)CC12C (stereo not drawn) | -17 | -6 | -10 | 14 | -11 | 3 | 10 | 25 | 29 | 17 | -5
Cc1cc(N2C(=O)C3C4CC(C(Br)C4Br)C3C2=O)no1 (stereo not drawn) | -13 | -6 | -2 | 8 | 25 | 6 | 7 | 11 | -85 | 3 | -2
COc1ccc(NC(=O)CSc2nnc(-c3cccnc3)n2Cc2ccco2)c(OC)c1 | -3 | 7 | 6 | 12 | -1 | 0 | -21 | -11 | -7 | -7 | 12
O=C(CN1C(=O)NC2(CCCCCC2)C1=O)Nc1ccccc1[N+](=O)[O-] | 5 | -13 | -7 | -7 | -2 | -7 | 7 | 1 | 1 | 10 | -20
COc1ccc(CCC(=O)Nc2cccc(S(=O)(=O)N(C)C)c2)cc1OC | 3 | -6 | 7 | 2 | 26 | 8 | 10 | 1 | 11 | 15 | 9
CC(C)CNCC1OCc2ccccc2CO1 | 19 | 3 | -1 | -1 | 16 | 0 | 22 | 13 | 7 | -6 | -4
CCOC(=O)C1C(c2ccc(C(=O)O)cc2)NC(=O)NC1(O)C(F)(F)F (stereo not drawn) | -1 | -2 | 9 | -4 | 9 | 1 | 1 | -3 | -11 | -1 | -3
CCNC(=S)N1CCN(c2nc(-c3cccc(OC)c3)cs2)CC1 | -11 | 4 | 5 | 15 | -20 | -7 | -1 | 1 | -2 | 8 | 14
O=C(CSc1nc2ccccc2s1)NCCOc1ccccc1 | -27 | 4 | -1 | 10 | -7 | 2 | 4 | -12 | -7 | -53 | 2
CCOc1ccc(N(CC(=O)NC(C)(C)C)C(=O)c2ccco2)cc1 | -4 | 11 | 11 | 3 | -3 | -2 | -7 | 7 | 17 | 15 | -2
Cn1nc(C(=O)NCCc2ccc(S(N)(=O)=O)cc2)c2ccccc2c1=O | 4 | -19 | 14 | 6 | 6 | -10 | -6 | 1 | -64 | 9 | 9
Cn1nnnc1NCc1cccc(Cl)c1Cl | 13 | 4 | 8 | -6 | 8 | 2 | -5 | -4 | -5 | 9 | -6
CCCCCCc1nc2nc(Cl)c(Cl)nc2[nH]1 | 14 | -10 | 16 | 27 | -9 | -2 | 60* | -2 | -20 | -14 | -1
O=C(CCCOc1ccc(Cl)cc1Cl)Nc1cc(S(=O)(=O)N2CCOCC2)ccc1N1CCOCC1 | -46 | -3 | -11 | -8 | -26 | 1 | -2 | -8 | 24 | 0 | 7
COC(=O)c1cc2c(ccn2-c2ccc(F)cc2)n1C(C)C | 5 | 9 | 1 | 8 | 6 | -28 | -14 | 14 | -2 | 7 | 6
Cc1[nH]c2ccccc2c1N=Nc1ccccc1C(=O)O | -19 | 0 | -7 | -1 | -3 | 1 | -14 | -12 | 5 | -50 | -25
O=C(Cc1ccccc1[N+](=O)[O-])NCCC1=CCCCC1 | -6 | -13 | -3 | -3 | -7 | -5 | 2 | -13 | -13 | -31 | -17
CC1Cc2cc(C(=O)O)ccc2O1 (stereo not drawn) | -2 | 7 | 9 | -2 | 18 | -3 | -9 | 0 | -19 | 8 | 4

Screening data: PubChem, several laboratories

An excerpt. The share of hits here may be higher or lower than overall.
